From PubChem BioAssay
S3 lipid droplet: qHTS Assay for Lipid Storage Modulators in Drosophila S3 Cells | 320,000 tested, 0.64% active | AID 2685 | Drosophila S3 cells, BODIPY lipid droplet fluorescence, 18-24 h; cells fed with added oleic acid | Potency in µM for hits, for the others lipid storage change, negative = inhibition, % at the top dose, mostly 46.1 µM; active means well fitted inhibition curve with a large enough effect in the signal ratio, with a control signal flat, not every such curve was filed as active; inconclusive means small, poorly fitted or top-dose-only effect, or effect the other way, or a change in a side signal; the % refers to the signal ratio
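Drosophila S3 cells got compounds at several concentrations plus oleic acid (400 uM solution). Laser-scanning cytometry with 488 nm excitation read lipid droplets at 500-530 nm and cells at 575-640 nm. Percent activity was relative to 20 uM Triacsin C.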
S3 lipid droplet cell count max: second read-out of S3 lipid droplet, no call of its own (marks repeat the call); cell number change, %; measured here: cell count max response;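 cells counted by Cell Tracker Red CMTPX staining in the red channel; peak over a dose series mostly up to 46.1 µM; percent activity relative to internal control wells on each plate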
An asterisk follows results filed as active; i = inactive; ? = inconclusive; . = not tested or not shown; [ ] = remark or other dose. On the % scale 0 is the no-effect control and ±100 the full control effect; potency means the concentration at half of the fitted maximal effect. Only part of the results is shown (hit frequency here may not be typical).

1	O=C(CCSc1nc(-c2ccco2)cc(C(F)(F)F)n1)N1CCN(c2ccccn2)CC1
2	COc1cc(OC)c2c(-c3ccccc3)cc(=O)oc2c1C(CC(=O)N1CCOCC1)c1ccc2c(c1)OCO2 (stereo unspecified)
3	O=C(CN1CCN(C(c2ccccc2)c2ccccc2)CC1)N1N=CCC1c1ccccc1 (stereo unspecified)
4	CC(C)(C)NC(=O)CN(Cc1cccs1)C(=O)CCC(=O)Nc1nccs1
5	CNC(=S)SCCOc1ccccc1C
6	COc1ccc(S(=O)(=O)N2CCOCC2)cc1NC(=O)CSc1n[nH]c(=O)n1C1CC1
7	CC1CCC2(CC1)NC(=O)N(CC(=O)Nc1cccc(S(=O)(=O)N3CCOCC3)c1)C2=O (stereo unspecified)
8	CCCC(=O)NC(=S)Nc1cc(-c2nc3ncccc3o2)ccc1C

entry no.	1	2	3	4	5	6	7	8
S3 lipid droplet	?	16%	-8%	2%	?	-5%	?	-8%
S3 lipid droplet cell count max	.	4	6	-18	.	9	.	-4

9	c1ccc2c(c1)nc1sccn12
10	O=C(Nc1ccc2c(c1)nc1n2CCSC1)c1ccccc1
11	Oc1ccc(/C=N/Nc2cccc3cccnc23)c(O)c1
12	O=C(O)CCn1nc(-c2ccc(F)cc2)cc(Cc2ccccc2)c1=O
13	Cc1ccccc1OCC(=O)OCC(=O)Nc1cc(S(C)(=O)=O)ccc1Cl
14	Cc1ccc2cc(CN(Cc3ccco3)C(=O)NC3CCCCC3)c(=O)[nH]c2c1C
15	N#Cc1cccc(CSc2nnc(CCCO)n2-c2ccccc2)c1
16	CCOc1cc(N2CCOCC2)c(OCC)cc1NC(=O)COC(=O)c1cc(C)cc(C)c1

entry no.	9	10	11	12	13	14	15	16
S3 lipid droplet	6%	i	i	7%	?	-10%	22%	?
S3 lipid droplet cell count max	19	.	.	10	.	-17	19	.

17	O=C(COc1ccccc1F)Nc1ccc(S(=O)(=O)N2CCCC2)cc1
18	C/C(Cl)=C\Cn1c(O)c(N=NC(N)=S)c2ccccc21
19	CCOC(=O)C1CCN(C(=O)COC(=O)COc2ccccc2OC)CC1
20	CCc1cccc(C)c1NS(=O)(=O)c1c(C)nc2sccn2c1=O
21	Cc1csc(NC(=O)C2CCN(S(=O)(=O)c3ccccc3)CC2)n1
22	O=c1cc(CSc2nnc(-c3ccccc3)o2)c2ccccc2[nH]1
23	Cc1[nH]c2ccccc2c1C(C[N+](=O)[O-])c1cccs1 (stereo unspecified)
24	Cc1ccc(C(=O)NCN2CCN(c3ccc(F)cc3)CC2)cc1

entry no.	17	18	19	20	21	22	23	24
S3 lipid droplet	?	7%	?	-16%	28%	?	9%	?
S3 lipid droplet cell count max	.	10	.	12	15	.	-16	.

25	CNc1snc(C)c1C(=O)OC(C)C(=O)NCc1ccccc1 (stereo unspecified)
26	Nc1nonc1-n1nnc(C(=O)N/N=C/c2c(Cl)cccc2Cl)c1CN1CCOCC1
27	N#Cc1ccc(-c2ccco2)nc1SCC(=O)c1ccc(Cl)cc1
28	CN(C)CCN(Cc1ccccc1)c1nccc(N(C)C)c1C#N
29	O=C1Cc2ccccc2Sc2cc(OCCCN3CCCCC3)ccc21
30	COc1ccccc1-c1nc(C#N)c(N2CCN(C(c3ccccc3)c3ccccc3)CC2)o1
31	O=C(Nc1ccc(C(=O)N2CCOCC2)cc1)c1ccccc1[N+](=O)[O-]
32	Cc1ccccc1Nc1cc(C(=O)NCC2CCCO2)c2ccccc2n1 (stereo unspecified)

entry no.	25	26	27	28	29	30	31	32
S3 lipid droplet	?	?	?	0%	17%	-17%	-13%	?
S3 lipid droplet cell count max	.	.	.	11	6	-23	-3	.

33	Cc1ccccc1OCCC(=O)OCC(=O)Nc1cc(S(=O)(=O)N2CCOCC2)ccc1Cl
34	COc1ccccc1/C=C/C(=O)Nc1cccc(S(=O)(=O)NC2=NCCCCC2)c1
35	O=C(C1CCN(S(=O)(=O)c2ccccc2)CC1)N1CCC1
36	Cc1ccc(C)c(C(C)NC(=O)c2ccc(Br)o2)c1 (stereo unspecified)
37	Cc1cc(Br)ccc1NC(=O)c1cnc(N2CCN(c3ccccn3)CC2)c2ccccc12
38	Cc1ccc(-c2nn(-c3ccccc3)cc2/C=N/NC(=O)c2ccc3c(c2)OCO3)cc1
39	Cn1cnc2c1c(=O)n(Cc1ccccc1C#N)c(=O)n2C
40	O=C(Nc1ccc2nsnc2c1)C1CC1

entry no.	33	34	35	36	37	38	39	40
S3 lipid droplet	?	?	-6%	?	0%	?	21%	13%
S3 lipid droplet cell count max	.	.	-13	.	7	.	4	-7

The final 4 records of the section before lead into the next.
37	Cc1cc(Br)ccc1NC(=O)c1cnc(N2CCN(c3ccccn3)CC2)c2ccccc12
38	Cc1ccc(-c2nn(-c3ccccc3)cc2/C=N/NC(=O)c2ccc3c(c2)OCO3)cc1
39	Cn1cnc2c1c(=O)n(Cc1ccccc1C#N)c(=O)n2C
40	O=C(Nc1ccc2nsnc2c1)C1CC1
41	COc1ccc(C2=NS(=O)(=O)N(C)C(C(=O)Nc3cc(C)ccc3O)=C2)cc1OC
42	CCc1c(C)nc2c(OC)cccc2c1SCCC(=O)O
43	CCOC(=O)C1(CCOc2ccccc2)CCN(Cc2cc(OC)c(O)c(OC)c2)CC1
44	Cn1ncc(Br)c1NC(=O)Nc1ccc(Cl)cc1
45	CCN1C(=O)C2C(c3ccccc3F)NC(Cc3ccc(O)cc3)(C(=O)OC)C2C1=O (stereo unspecified)
46	CCCCCCC1CC(C)(C(=O)CNc2nncs2)OC1=O (stereo unspecified)
47	O=C(CN1C2=NCCCN2c2ccccc21)c1ccc([N+](=O)[O-])cc1
48	CCCCOC(=O)C1Cc2ccccc2C(=O)O1 (stereo unspecified)

entry no.	37	38	39	40	41	42	43	44	45	46	47	48
S3 lipid droplet	0%	?	21%	13%	4%	-8%	8%	4%	i	-12%	?	2%
S3 lipid droplet cell count max	7	.	4	-7	4	0	-2	4	18	-15	.	-1

Retrieved one by one from the entries so far, 4 records:
10	O=C(Nc1ccc2c(c1)nc1n2CCSC1)c1ccccc1
43	CCOC(=O)C1(CCOc2ccccc2)CCN(Cc2cc(OC)c(O)c(OC)c2)CC1
7	CC1CCC2(CC1)NC(=O)N(CC(=O)Nc1cccc(S(=O)(=O)N3CCOCC3)c1)C2=O (stereo unspecified)
24	Cc1ccc(C(=O)NCN2CCN(c3ccc(F)cc3)CC2)cc1

entry no.	10	43	7	24
S3 lipid droplet	i	8%	?	?
S3 lipid droplet cell count max	.	-2	.	.

Next section
49	COc1ccc(NC(=O)CSc2nnc(-c3ccccc3C)n2N)cc1OC
50	CCOC(=O)c1csc(-c2ccc(OC)c(OC)c2)n1
51	CS(=O)(=O)N1CCN(c2ccc(NC(=O)c3ccc(-c4ccc(Cl)cc4)o3)cc2)CC1
52	CC(C)(C)c1ccc(-n2nc(C#N)c(Cl)cc2=O)cc1
53	O=C(NCc1cccs1)C1CCC(CNS(=O)(=O)c2cccs2)CC1 (stereo unspecified)
54	COc1ccc(/C=C2\SC(=N)N(c3ccc(F)cc3)C2=O)cc1
55	CCC(=O)Nc1ccc(NC(=O)/C=C/c2ccc(Cl)cc2)cc1
56	CN(CC(=O)Nc1ccccc1Sc1ccccc1)C1CCCCC1

entry no.	49	50	51	52	53	54	55	56
S3 lipid droplet	14%	?	?	?	-1%	-5%	?	?
S3 lipid droplet cell count max	4	.	.	.	3	12	.	.

57	O=C(CCCn1c(=O)[nH]c2ccccc2c1=O)NC1CCCCCC1
58	O=C(Nc1nnc(C23CC4CC(CC(C4)C2)C3)s1)c1ccco1
59	COc1ccc(-c2ccc(C3C(C#N)=C(N)Oc4n[nH]c(C)c43)o2)cc1 (stereo unspecified)
60	CCOC(=O)c1sc(NC(=O)CSc2nc(O)c(Cc3ccccc3)c(=O)[nH]2)nc1C
61	Cc1ccc(C(=O)NCc2cccs2)cc1S(=O)(=O)N1CCCCC1
62	Cc1nnc(SCC(=O)OC2CC(C)CCC2C(C)C)[nH]c1=O (stereo unspecified)
63	Cc1ccc2c(c1)C(=O)C(=O)N2CCCOc1ccccc1C
64	Cc1cccc(N(CC(=O)NC2CCCCC2)C(=O)CCCC(=O)Nc2ccccn2)c1C

entry no.	57	58	59	60	61	62	63	64
S3 lipid droplet	?	19%	?	6%	?	?	0%	i
S3 lipid droplet cell count max	.	-22	.	15	.	.	-3	-11

65	O=S(=O)(NCc1cccnc1)c1ccc2ccccc2c1
66	CCc1cccc(CC)c1NC(=O)COn1nnc2ccc(C(F)(F)F)cc21
67	COc1ccc(OC)c(C(=O)NC(CC(N)=O)c2ccc(NCCN3CCCCC3)c([N+](=O)[O-])c2)c1 (stereo unspecified)
68	CCN1CCN(C(=O)C(N)Cc2ccccc2)CC1 (stereo unspecified)
69	CCOc1c(N2CCOCC2)c(=O)c1=O
70	O=C(Cn1cnc2c(cnn2-c2ccc(F)cc2)c1=O)N1CCCc2ccccc21
71	CN(C)C(=O)c1c([N+](=O)[O-])ncn1C
72	CCCCC(=O)Nc1ccc2c(c1)nc1n2CCSC1

entry no.	65	66	67	68	69	70	71	72
S3 lipid droplet	?	4%	-21%	?	?	?	?	?
S3 lipid droplet cell count max	.	1	5	.	.	.	.	.

73	Cc1ccc(CNc2nc(Cl)c(C#N)s2)cc1
74	CCOC(=O)N1CCN(C(=O)CCn2c(=S)[nH]c3ccccc3c2=O)CC1
75	Cc1cc(Cc2ccc(N)c(C)c2)ccc1N
76	Cc1ccc(C(=O)CSc2nc3c([nH]2)c(=O)n(C)c(=O)n3C)cc1
77	CCOC(=O)CSc1n[nH]c(NC(=O)c2cccc(C(F)(F)F)c2)n1
78	COc1ccc(NC(=O)c2c(N)cnn2C)cc1
79	CC(=O)c1cccc(NC(=O)COC(=O)[C@@H](NC(=O)OCc2ccccc2)C(C)C)c1
80	CC(C)(C)c1nn(-c2ccccc2)c2[nH]c(=O)c(C=O)cc12

entry no.	73	74	75	76	77	78	79	80
S3 lipid droplet	4%	-2%	?	?	?	1%	10%	?
S3 lipid droplet cell count max	-2	-22	.	.	.	-2	0	.

81	COc1cccc2cc(C(=O)Nc3cc(C)cc(C)c3)/c(=N/NS(=O)(=O)c3ccccc3)oc12
82	CC(Sc1nccn1C)C(=O)NC1(C#N)CCCCC1 (stereo unspecified)
83	O=C(CN1CCc2ccccc2C1)Nc1ccccc1F
84	CC(C)(C)c1ccc(C2C3=C(CCCC3=O)NC3=C2C(=O)c2ccccc23)cc1 (stereo unspecified)
85	Cc1cccc2sc(NC(=O)[C@H](C)N3C(=O)C4CC=CCC4C3=O)nc12 (stereo partly specified)
86	CCOC(=O)Cc1csc(NC(=O)CCN2C(=O)c3ccccc3C2=O)n1
87	Cc1sc2nc(SCC(=O)NCc3ccco3)[nH]c(=O)c2c1C
88	COc1ccc(C(=O)CSc2nc(C)cc(=O)[nH]2)cc1

entry no.	81	82	83	84	85	86	87	88
S3 lipid droplet	-4%	?	-6%	?	?	15%	i	?
S3 lipid droplet cell count max	19	.	.	.	.	-11	.	.

Whole records, quoted from the list. Order of values: S3 lipid droplet, S3 lipid droplet cell count max
CCN1CCN(C(=O)C(N)Cc2ccccc2)CC1 (stereo unspecified) is entered as ?, .
Cc1ccc(C)c(C(C)NC(=O)c2ccc(Br)o2)c1 (stereo unspecified) is entered as ?, .

Later entries
89	COc1ccc(NC(=O)Nc2cccc(C(=O)N3CCOCC3)c2)cc1OC
90	CN(CC(=O)Nc1ccc(F)cc1)C(=O)COC(=O)COc1ccc(C#N)cc1
91	CC1CC(C)CN(C(=O)COC(=O)C2CCN(S(=O)(=O)c3c(Cl)cccc3Cl)CC2)C1 (stereo unspecified)
92	O=C(NNS(=O)(=O)c1ccc(C(=O)NC2CCCC2)cc1)c1ccncc1
93	N#CCCSc1ccccc1NC(=O)c1cc(=O)c2ccccc2o1
94	COc1ccc2nc(NC(=O)c3cccc(OCc4c(C)noc4C)c3)sc2c1
95	Cc1ccc(N(CC(=O)Nc2cc(Cl)ccc2Oc2ccccc2)S(C)(=O)=O)c(C)c1
96	O=c1cc(CN2CCN(c3ccc(F)cc3)CC2)c2cc3c(cc2o1)CCCC3
97	CCOc1ccc(OCCOCCN2CCOCC2)cc1
98	O=c1[nH]c(C2CCCN(S(=O)(=O)c3ccccc3Cl)C2)nc2c1nnn2Cc1ccc2c(c1)OCCO2 (stereo unspecified)

entry no.	89	90	91	92	93	94	95	96	97	98
S3 lipid droplet	12%	?	-55%[0.0737 µM]	?	?	?	?	3%	?	-11%
S3 lipid droplet cell count max	-6	.	-19	.	.	.	.	-19	.	.

Of the compounds above, two have a COOH group:
12	O=C(O)CCn1nc(-c2ccc(F)cc2)cc(Cc2ccccc2)c1=O
42	CCc1c(C)nc2c(OC)cccc2c1SCCC(=O)O

entry no.	12	42
S3 lipid droplet	7%	-8%
S3 lipid droplet cell count max	10	0
